PPARg SRC-1 ag – PPARgamma-driven SRC-1 recruitment agonism | PPARgamma-SRC-1 coactivator recruitment biochemical assay | AID 631 | 200,000 compounds, 0.41% hits | activation, % at 8 µM; in the data active = activation above about 19%;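 note: 0% = DMSO and 100% = reference agonist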
Target sequence (P37231 whole entry, looked up): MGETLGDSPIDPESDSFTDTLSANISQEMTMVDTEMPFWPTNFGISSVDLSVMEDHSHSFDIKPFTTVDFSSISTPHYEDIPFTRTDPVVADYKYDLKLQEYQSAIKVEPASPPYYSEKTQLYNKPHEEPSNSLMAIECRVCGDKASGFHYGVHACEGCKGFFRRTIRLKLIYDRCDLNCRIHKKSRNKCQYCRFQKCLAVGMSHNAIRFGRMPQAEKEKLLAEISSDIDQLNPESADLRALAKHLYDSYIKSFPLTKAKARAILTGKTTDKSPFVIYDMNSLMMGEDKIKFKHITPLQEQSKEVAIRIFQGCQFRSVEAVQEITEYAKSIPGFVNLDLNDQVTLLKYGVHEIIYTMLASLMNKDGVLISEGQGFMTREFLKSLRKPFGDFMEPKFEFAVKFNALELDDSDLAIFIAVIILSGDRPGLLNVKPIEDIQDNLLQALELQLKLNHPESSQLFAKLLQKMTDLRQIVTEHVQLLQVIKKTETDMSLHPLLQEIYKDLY
TNAP act hi DEA – increases human TNAP activity under high phosphate acceptor concentration. 200,000 tested, under 10 active. activation factor at 20 µM. AID 1136. purified TNAP, CDP-star luminescence, 1 M DEA, 30 min; hits give high values; 0 = EDTA background, 1 = DMSO-only activity;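 active = activation factor at least 2 at 20 µM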
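system = human TNAP | amount = enzyme diluted 1/800 final | reagent = 100 µM CDP-star substrate | signal = luminescent substrate turnover signal | dosing = one dose, 20 µM | benchmarks = EDTA negative control, DMSO positive control | measure = activation factor | timing = 30 min reaction, room temperature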
ROMK primary – modulates human ROMK potassium channel activity; P48048; Tet-inducible ROMK, thallium flux fluorescence; actives lie on both sides; B-score at 10 µM; 130,000 compounds, 2% hits; AID 1918;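 active = signal ratio slope over the read window, or its plate-corrected B-score, at least 3 SD from the plate mean, either direction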;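 note: B-score of the F/F0 ratio slope over 7 to 12 s after thallium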
Target sequence (P48048 whole entry, looked up): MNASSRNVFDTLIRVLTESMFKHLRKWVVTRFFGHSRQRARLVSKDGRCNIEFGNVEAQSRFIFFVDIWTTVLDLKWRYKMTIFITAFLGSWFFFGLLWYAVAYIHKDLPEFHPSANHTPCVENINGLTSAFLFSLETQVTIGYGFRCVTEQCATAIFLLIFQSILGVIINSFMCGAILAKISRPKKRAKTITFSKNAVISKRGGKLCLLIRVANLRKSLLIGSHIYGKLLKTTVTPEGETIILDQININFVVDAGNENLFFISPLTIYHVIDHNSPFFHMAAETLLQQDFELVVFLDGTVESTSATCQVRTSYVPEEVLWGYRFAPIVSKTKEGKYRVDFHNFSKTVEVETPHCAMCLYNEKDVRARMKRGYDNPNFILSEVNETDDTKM
bIAP activator – intestinal alkaline phosphatase (bovine) activation; purified bovine IAP, CDP-star luminescence, 30 min; hits give high values; fold of DMSO-control signal, blank-subtracted; activation factor at 20 µM; 200,000 compounds, 0.17% hits; AID 1016;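 active = activation factor of 2 or more at 20 µM, a signal rise over negative controls twice the positive control's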
STAT3 act – increases IL-6 driven STAT3 reporter signal; U3A cells, IL-6 STAT3-luciferase reporter, luminescence; 100% = signal with IL-6 EC80 alone; activation (% of control), % at 5.6 µM; 190,000 compounds, 0.91% hits; AID 871;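 active = activation above the screen-wide mean of compound activation plus 3 SD, cut at about 130% in these data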;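 note: 0% = background luminescence of wells with medium and substrate only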
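Material: STAT1-lacking human U3A cells, STAT3 luciferase reporter | Benchmarks: IL-6-only wells as 100% reference | Probe or stimulus: IL-6 (33 ng/mL) | Timing: Compound 1 h, then IL-6 6 h at 37 °C | Detection: Luminescence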
bIAP inh – blocks bovine intestinal alkaline phosphatase activity; purified bovine IAP, CDP-star luminescence, 30 min; inhibition, % at 20 µM; 190,000 tested, under 10 active; AID 1019;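 active = over 50% inhibition of intestinal alkaline phosphatase at 20 µM in the single-dose screen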
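test system = bovine IAP enzyme | medium = DEA buffer 100 mM, pH 9.8, with MgCl2 1.0 mM, ZnCl2 0.02 mM | detection = luminescence | dosing = single compound dose of 20 µM, 2% DMSO final | incubation = 30 min reaction at room temperature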
PPARg SRC3 recr – PPARgamma-driven SRC-3 recruitment agonism; 200,000 compounds, 0.26% hits; AID 731; activation, % at 8 µM; P37231; biochemical PPARgamma/SRC-3 coactivator recruitment assay; in the data active = activation above about 23%;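 note: 0% = DMSO and 100% = reference agonist; some compounds past the cut are filed as inactive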
SRC2 TRFRET art – counter-screen for PPARgamma SRC-2 recruitment agonists: TR-FRET artefact | 200,000 compounds, 0.4% hits | hits give high values | TR-FRET ratio at 8 µM; in the data active = TR-FRET ratio above about 2000; note: inactives centre near 1500
STAT3 inh – STAT3 signaling inhibition. U3A cells, IL-6 STAT3-luciferase reporter, luminescence; host cell line lacks STAT1. 190,000 compounds, 0.89% hits. AID 862. inhibition, % at 5.5 µM;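 active = inhibition above the mean inhibition across all screened compounds plus 3 SD, cut at about 44% in these data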;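 note: 0% = DMSO only wells and 100% = 100 µM nifuroxazide control wells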
STAT1 inh – inhibitors of IFN-gamma induced STAT1 signaling; NIH 3T3 STAT1-luciferase reporter, luminescence; inhibition, % at 5.5 µM; 200,000 compounds, 0.35% hits; AID 920;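 active = inhibition above a set limit, the mean inhibition across all tested compounds plus 3 SD, cut at about 34% in these data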;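 note: 0% = IFN-gamma with DMSO and 100% = IFN-gamma with 300 µM nifuroxazide; values of inactives mirror those of a sister screen read the other way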
PPARg SRC2 recr – agonists of SRC-2 recruitment by human PPARgamma; PPARgamma LBD-SRC-2 recruitment, biochemical; activation, % at 8 µM; 200,000 compounds, 0.34% hits; AID 1032; in the data active = activation above about 22%;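 note: 0% = vehicle and 100% = reference agonist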
An asterisk follows results filed as active; · = no result given.

cpd	Compound	PPARg SRC-1 ag	TNAP act hi DEA	ROMK primary	bIAP activator	STAT3 act	bIAP inh
1	CC(C)NC(=O)C(=O)NNC(=O)CCc1ccccc1	-7	1.1	0.46	1.7	100	-74
2	CCOC(=O)C1=C(C)Nc2ncnn2C1c1ccc(N(C)C)cc1 (centres undefined)	-3	1.1	0.63	1	103	3
3	CN1CCN(C(=O)c2c(O)c3cccc4c3n(c2=O)CCC4)CC1	-6	1.1	·	0.9	103	5
4	COc1ccccc1NC(=O)COC(=O)[C@@H]1CCCN1C(=O)c1cccs1	-2	1	0.11	0.6	115	35
5	Cc1cccc2cc(C#N)c(NCCNC(=O)COc3ccccc3)nc12	2	1.1	-1	1	90	-3
6	O=C(CSc1nnc(-c2ccco2)o1)N1CCN(c2ccccc2)CC1	8	1	0.23	1.1	107	-5
7	CCCCc1c(CCC)c(=N)c2ccccc2n1C	-3	1	·	1.1	85	-12
8	O=C(Nc1cccs1)OCCN1CCN(Cc2ccccc2)CCC1=O	1	1.1	-0.54	0.8	100	15

cpd	PPARg SRC3 recr	SRC2 TRFRET art	STAT3 inh	STAT1 inh	PPARg SRC2 recr
1	5	1396	4	-4	7
2	-2	1536	1	-2	4
3	-2	1467	0	4	-3
4	6	1452	-17	-4	3
5	7	1556	14	1	1
6	1	1609	-5	2	2
7	-9	1555	22	32	-3
8	0	1549	-2	-11	-1

(continued)
cpd	Compound	PPARg SRC-1 ag	TNAP act hi DEA	ROMK primary	bIAP activator	STAT3 act	bIAP inh
9	C/C(=N\NS(=O)(=O)c1ccc(C)cc1)c1cccs1	3	1	-0.34	1	95	3
10	Cc1ccc(CN2C(=O)CCC2C(=O)NCCCN2CCCC(C)C2)cc1 (centres undefined)	2	1	·	1	107	-1
11	O=C1CN(C(=O)CN2C(=O)NC3(CCCCC3)C2=O)c2ccccc2N1	4	1	-0.014	1.1	106	-9
12	c1csc(-c2noc(CN3CCN4CCCC4C3)n2)c1 (centres undefined)	10	1.1	0.38	1	96	-3
13	COc1ccc(-c2nnn(CC(=O)N(c3cccc(O)c3)C(C)C(=O)NC3CCCC3)n2)cc1OC (centres undefined)	1	1	-0.076	1.1	99	-7
14	COC(=O)c1ccc(NC(=O)Cc2ccc(F)cc2)cc1	2	1.1	-0.11	0.9	99	9
15	CC(NCCOCCOc1ccccc1)c1ccccc1 (centres undefined)	-2	1	·	0.7	94	30
16	NC(=O)COC(=O)CC(NC(N)=O)c1ccc(Cl)cc1 (centres undefined)	-8	1	·	0.8	108	21

cpd	PPARg SRC3 recr	SRC2 TRFRET art	STAT3 inh	STAT1 inh	PPARg SRC2 recr
9	1	1500	3	1	5
10	1	1434	-9	-2	7
11	2	1591	2	-6	-3
12	6	1750	9	-12	13
13	6	1510	3	-11	7
14	2	1688	5	-15	4
15	6	1547	3	4	2
16	0	1458	-3	5	1

(next part)
cpd	Compound	PPARg SRC-1 ag	TNAP act hi DEA	ROMK primary	bIAP activator	STAT3 act	bIAP inh
17	O=C(Oc1ccc(Cl)cc1)c1ccc(COC(=O)c2cnccn2)cc1	-10	1	-0.51	0.9	94	12
18	CCn1c(CC(=O)Nc2ccc(C)c(Cl)c2)nnc1SCCOc1ccc(OC)cc1	9	1	·	1	98	5
19	O=C(c1cc([N+](=O)[O-])cc([N+](=O)[O-])c1)N1CCN(Cc2ccc3c(c2)OCO3)CC1	-4	1	0.94	0.9	101	7
20	O=[N+]([O-])c1cccc(-c2csc(N/N=C/c3cccc(O)c3)n2)c1	6	1	0.11	1	97	2
21	N#CCCN1CCN(S(=O)(=O)c2ccc(S(=O)(=O)NC3CC3)cc2)CC1	8	1.1	·	0.8	99	21
22	COc1ccccc1CNC(=O)CSc1nnc2ccc(-c3cccnc3)nn12	-1	1	-0.37	1.1	101	-6
23	COc1cccc2c(N/N=C/c3ccco3)cc(C)nc12	5	1	-0.78	1.1	114	-10
24	Fc1ccc(NC(=S)Nc2ccccc2OC(F)F)cc1Cl	4	1	·	0.8	94	17

cpd	PPARg SRC3 recr	SRC2 TRFRET art	STAT3 inh	STAT1 inh	PPARg SRC2 recr
17	0	1536	8	-25	-2
18	2	1429	6	3	-10
19	0	1419	0	2	1
20	1	1556	7	-12	1
21	5	1768	2	6	8
22	-3	1542	3	1	-3
23	1	1780	-13	-7	5
24	3	1791	10	7	6

Ordered by number of heavy atoms (descending): some entries from above
cpd	Compound	PPARg SRC-1 ag	TNAP act hi DEA	ROMK primary	bIAP activator	STAT3 act	bIAP inh
19	O=C(c1cc([N+](=O)[O-])cc([N+](=O)[O-])c1)N1CCN(Cc2ccc3c(c2)OCO3)CC1	-4	1	0.94	0.9	101	7
21	N#CCCN1CCN(S(=O)(=O)c2ccc(S(=O)(=O)NC3CC3)cc2)CC1	8	1.1	·	0.8	99	21
20	O=[N+]([O-])c1cccc(-c2csc(N/N=C/c3cccc(O)c3)n2)c1	6	1	0.11	1	97	2
24	Fc1ccc(NC(=S)Nc2ccccc2OC(F)F)cc1Cl	4	1	·	0.8	94	17
23	COc1cccc2c(N/N=C/c3ccco3)cc(C)nc12	5	1	-0.78	1.1	114	-10

cpd	PPARg SRC3 recr	SRC2 TRFRET art	STAT3 inh	STAT1 inh	PPARg SRC2 recr
19	0	1419	0	2	1
21	5	1768	2	6	8
20	1	1556	7	-12	1
24	3	1791	10	7	6
23	1	1780	-13	-7	5

Further compounds
cpd	Compound	PPARg SRC-1 ag	TNAP act hi DEA	ROMK primary	bIAP activator	STAT3 act	bIAP inh
25	COc1cc2c(cc1NC(=O)COC(=O)[C@@H](NS(=O)(=O)c1ccccc1)C(C)C)oc1ccccc12	0	1.1	·	1.3	105	-27
26	COc1ccc(/C=N/NC(=O)c2ccccc2[N+](=O)[O-])cc1CN1CCc2cc(OC)c(OC)cc2C1C (centres undefined)	6	1	·	1.1	111	-14
27	Cc1ccnc(NC(c2ccccn2)c2c(C)[nH]c3ccccc23)c1 (centres undefined)	3	1	·	1.1	91	-6
28	COc1ccc(-c2nc(CN3CCCCC3c3cccnc3)c(C)o2)c(F)c1 (centres undefined)	-2	1.1	-0.22	1	102	-2
29	CC1CN(C(=O)C(c2ccccc2)c2ccccc2)CC(C)O1 (centres undefined)	-2	1	·	1	103	-1
30	C=CCSc1nc2sc(C)c(C)c2c(=O)n1N	2	1	0.67	1	108	0
31	O=C(OCc1nnc(-c2ccccc2)o1)c1ccc(CO)cc1	-2	1.1	-0.77	0.9	102	8
32	CCOC(=O)c1cccc(Nc2nc(C)cc(C)n2)c1	5	1	·	1	88	0

cpd	PPARg SRC3 recr	SRC2 TRFRET art	STAT3 inh	STAT1 inh	PPARg SRC2 recr
25	4	1786	-6	2	4
26	-1	1272	-7	-5	-6
27	3	1744	15	2	1
28	4	1553	0	2	1
29	0	1486	0	-6	-3
30	5	1634	-4	-3	0
31	3	1539	0	0	-5
32	0	1622	18	-4	2

Later entries:
cpd	Compound	PPARg SRC-1 ag	TNAP act hi DEA	ROMK primary	bIAP activator	STAT3 act	bIAP inh
33	Cc1nc2sc(-c3ccccc3)cc2c(=O)n1/N=C/N(C)C	6	1	-0.16	0.9	90	9
34	COc1cccc(OC)c1C(=O)N1CCN=C1SCc1cccnc1	7	1.1	·	0.9	101	9
35	Fc1ccc(/C=N/Nc2ncnc3nc[nH]c23)cc1F	6	1	-0.011	1	85	-3
36	COc1ccc(S(=O)(=O)N2CCOC2CNC(=O)C(=O)NCCc2ccc(OC)c(OC)c2)cc1C (centres undefined)	-1	1	0.038	0.9	99	9
37	CCCCNC(=S)N1CCN(c2ccccc2Cl)CC1	-4	1	-0.085	0.8	96	18
38	CC(=O)N/C(=C\c1ccccc1)C(=O)Nc1ccccc1C	6	1	0.057	1.1	98	-14
39	COC(=O)c1ccc(NC(=O)C2CCCN(S(=O)(=O)c3cnc[nH]3)C2)cc1 (centres undefined)	-2	1	·	0.9	102	7
40	CCOC(=O)C1=C(C)N=C2SC=C(C)N2C1c1ccc(OC)cc1 (centres undefined)	2	1	0.4	1	92	-2

cpd	PPARg SRC3 recr	SRC2 TRFRET art	STAT3 inh	STAT1 inh	PPARg SRC2 recr
33	0	1645	21	-53	3
34	4	1595	3	9	4
35	6	1539	18	-20	22
36	0	1369	4	0	7
37	6	1484	5	2	7
38	3	1603	6	-2	11
39	-14	1545	2	2	4
40	8	1648	13	-9	-8

The list goes on:
cpd	Compound	PPARg SRC-1 ag	TNAP act hi DEA	ROMK primary	bIAP activator	STAT3 act	bIAP inh
41	CCOC(=O)c1c(C)[nH]c(C)c1C(=O)COC(=O)c1ccc(Cl)c(S(=O)(=O)NCc2ccccc2)c1	-1	1	0.63	0.9	99	5
42	CC(C)Sc1oc(-c2ccco2)nc1S(=O)(=O)c1ccc(F)cc1	10	1	-0.051	1	108	0
43	O=C(O)Cc1ccccc1C(=O)O	2	1	·	1	95	3
44	COc1ccc(Cl)cc1S(=O)(=O)N1CCN(C(=O)COc2ccccc2)CC1	8	1.1	·	1	101	-4

cpd	PPARg SRC3 recr	SRC2 TRFRET art	STAT3 inh	STAT1 inh	PPARg SRC2 recr
41	-13	1450	-1	11	7
42	10	1617	-10	6	16
43	2	1579	10	2	10
44	3	1661	5	3	5

Assay outcomes as filed in PubChem BioAssay.
